PglD inh – PglD (C. jejuni) enzyme inhibition. purified PglD enzyme, DTNB colorimetric CoA detection. inhibition, % at 12.5 µM. hit rate 0.098% among 360,000; in the data active = inhibition above about 16%, passing the limit was not always enough; note: strong numbers were not always called active
ARNT TACC3 PPI – disruptors of human ARNT/TACC3 interaction | hit rate 0.66% among 390,000 | Q9Y6A5 | inhibition, % at 9.99 µM | AlphaScreen His-ARNT PAS-B/GST-TACC3 binding, luminescence; TACC3 fragment carries E629A point mutation | AID 623870;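 active = mean inhibition of replicates at least 50% and at least half of replicates each reaching 50%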;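 note: 0% = complete ARNT plus TACC3 wells and 100% = ARNT alone without TACC3; many hits fall short of the cut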
Statin myotox sup – suppressors of simvastatin-induced myotoxicity in C2C12 myotubes. ATP luminescence, 48 h; scaled: DMSO 0, geranylgeraniol control 100. rescue of ATP level, % at 7.49 µM. hit rate 0.78% among 330,000;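 active = mean ATP rescue above about 67%, or every replicate alone reaching that limit, limit read from the data, passing the limit was not always enough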;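 note: myotubes were challenged with 10 µM simvastatin during compound exposure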
PAX8 reporter – inhibitors of PAX8 transcriptional activity in RMG-I cells. RMG-I TPO-luciferase reporter, SteadyGlo, 24 h. inhibition, % at 12.6 µM. hit rate 1.2% among 360,000;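 active = mean replicate inhibition at least 60% with every replicate also reaching 60%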;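 note: luciferase light reporting Pax8 driven TPO promoter activity; plate controls were median of neutral control wells for no effect and mitoxantrone controls for full effect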
Cneo AK release – causes C. neoformans cell lysis | AID 651654 | lysis activity, % at 15 µM | hit rate 0.2% among 360,000 | adenylate kinase release luminescence, 4 h; normalised: neutral wells 0, clomiphene wells 100;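 active = mean lysis activity across replicates of at least 80%, whatever share of replicates individually reach that level; inactive = mean lysis activity below 80%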
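Signal: Adenylate kinase release luminescence | Assay system: Log-phase Cryptococcus neoformans yeast cells | Input: Cells at 5 × 10^6 per mL | Buffer or medium: Fresh YPD growth medium | Compound: Single dose | Schedule: Static 4 h at 37 °C with compound, 1 h detection | Controls: Clomiphene | Read-out: Luminescence rise reflecting yeast cell lysis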
GSIS activator – GLuc luminescence reporter in INS-1E cells, primary screen for activators of glucose-dependent secretion of insulin; AID 743287; hit rate 0.61% among 370,000; activation, % at 16.6 µM; INS-1E GLuc reporter insulin secretion, 2-3 h;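 active = lowest replicate activation of at least 40%, so every replicate reaches that level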;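 note: 0% = median of neutral control wells and 100% = median of IBMX positive control wells; some compounds called inactive have numbers as strong as hits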
PGC1a acetyl inh – lowers PGC1a acetylation signal in U2OS cells | AlphaScreen anti-acetyl-lysine; with virally co-expressed GCN5 acetyltransferase | inhibition, % at 15.6 µM | hit rate 0.17% among 350,000 | AID 651687;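 active = every replicate shows inhibition of at least 40%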;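 note: 0% = neutral control wells and 100% = positive control wells; some results beyond the cut were filed as inactive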
LGR2 inh – inhibitors of bursicon-induced Drosophila LGR2 receptor cAMP signaling | HEK293 LGR2, CRE-luciferase, bursicon-stimulated, 4 h | inhibition, % at 9.99 µM | hit rate 0.35% among 380,000;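 active = drop in luminescence signal, shown as inhibition above about 50% in the replicate tests, limit read from the data, passing the limit was not always enough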;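 note: agonist challenge used bursicon conditioned medium at about half maximal strength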
* = called active by the depositor; nt = no result given.

nr | SMILES | PglD inh | ARNT TACC3 PPI | Statin myotox sup | PAX8 reporter | Cneo AK release | GSIS activator | PGC1a acetyl inh | LGR2 inh
1 | N/C(=N\OC(=O)CCCN1C(=O)c2ccccc2C1=O)c1ccc(Br)cc1 | -1 | -13 | -3 | nt | 1 | nt | 3 | nt
2 | C=CCn1c(SCC(=O)N2CCOCC2)nc(O)cc1=O | -4 | -10 | 10 | nt | 1 | nt | 5 | nt
3 | Cc1nc(C)c(C(=O)Nc2cccc(C)c2C)o1 | 0 | 1 | nt | 0 | 0 | 1 | 7 | 23
4 | COc1cc(CCCN2C(=S)NC[C@H]2Cc2ccc(O)cc2)cc(OC)c1OC | 6 | -5 | 1 | -4 | -9 | 3 | -5 | 17
5 | O=C(c1cccc(NS(=O)(=O)c2cccc(C(F)(F)F)c2)c1)N1CCOCC1 | 2 | -1 | -3 | 15 | 1 | 38 | -8 | -6
6 | COc1ccc(NC(=O)CC(Cc2ccccc2)C(=O)O)cc1 (stereo not drawn) | -3 | -1 | -3 | 13 | 0 | nt | 5 | nt
7 | COc1ccc(N2CC(C(=O)N[C@@H](C)C(=O)NC3CCCC3)CC2=O)cc1 (stereo partly drawn) | 2 | -4 | -3 | -5 | -2 | -12 | 12 | 12
8 | O=C(CCC1CCCN(C(=O)c2cccc(F)c2)C1)N1CCN(c2ccccn2)CC1 (stereo not drawn) | 3 | -7 | nt | 13 | 2 | -7 | -5 | -4
9 | O=C(NCC1CCCO1)c1ccc(Cl)c(NS(=O)(=O)c2ccc(F)cc2)c1 (stereo not drawn) | 2 | nt | 5 | 10 | -3 | -7 | 9 | 0
10 | O=C(CCC(=O)N1CCSc2ccccc21)NCc1ccc(Cl)cc1 | 1 | -4 | 3 | 12 | -3 | -19 | nt | 0
11 | COc1ccc(N(CC(=O)NC2CCCC2)C(=O)c2ccc(C)s2)c(OC)c1 | -4 | 5 | 0 | 10 | 0 | -6 | nt | 4
12 | COc1ccccc1CNC(=O)CSc1nc2c(oc3ccccc32)c(=O)n1CC1CCCO1 (stereo not drawn) | -5 | -1 | -19 | -11 | -2 | 28 | nt | 9
13 | COc1ccc(-c2csc3ncnc(N4CCN(S(=O)(=O)c5ccc(Cl)s5)CC4)c23)cc1 | nt | 0 | nt | 40 | nt | 14 | nt | 7
14 | CCc1c(C)c(C#N)c2nc3ccccc3n2c1NC | nt | -3 | nt | 8 | nt | 3 | nt | 9
15 | O=C(N[C@@H](c1ccccc1)[C@@H]1C[C@H]1C(=O)O)OCc1ccccc1 | -6 | -4 | -13 | 15 | -3 | 0 | 8 | 3

Pulled by compound from above:
nr | SMILES | PglD inh | ARNT TACC3 PPI | Statin myotox sup | PAX8 reporter | Cneo AK release | GSIS activator | PGC1a acetyl inh | LGR2 inh
11 | COc1ccc(N(CC(=O)NC2CCCC2)C(=O)c2ccc(C)s2)c(OC)c1 | -4 | 5 | 0 | 10 | 0 | -6 | nt | 4
10 | O=C(CCC(=O)N1CCSc2ccccc21)NCc1ccc(Cl)cc1 | 1 | -4 | 3 | 12 | -3 | -19 | nt | 0

(further entries)
nr | SMILES | PglD inh | ARNT TACC3 PPI | Statin myotox sup | PAX8 reporter | Cneo AK release | GSIS activator | PGC1a acetyl inh | LGR2 inh
16 | Cc1ccc(CN2C(=O)CCC2C(=O)NCCCN2CCCCC2C)cc1 (stereo not drawn) | 17 | -3 | -1 | nt | 0 | -12 | 8 | -2
17 | CSc1cccc(CNC(=O)C2CCC(=O)N(Cc3cccc(C(F)(F)F)c3)C2)c1 (stereo not drawn) | -1 | 1 | 5 | -63 | 3 | -33 | -4 | -64
18 | Cc1cccc(-n2nnnc2SCC(=O)NCC2CCCO2)c1 (stereo not drawn) | 3 | 7 | 25 | 4 | -1 | 9 | 0 | 3
19 | CC(=O)Nc1ccc(OC(F)(F)C(F)C(F)(F)F)c(NC(C)=O)c1 (stereo not drawn) | 1 | 1 | -2 | 12 | 3 | nt | 0 | nt
20 | COc1ccc(NC(=O)CCS(=O)(=O)c2cccc3nonc23)cc1Cl | -6 | 2 | -6 | 3 | 0 | 22 | -3 | 6
21 | O=C(CCCOc1ccc(Cl)cc1Cl)Nc1cccnc1 | -7 | 0 | 5 | nt | -1 | nt | -4 | nt
22 | CCS(=O)(=O)C1=NSC2=NC(=O)/C(=C\c3ccc(OS(=O)(=O)c4ccccc4)c(OC)c3)C(=N)N21 | -5 | 12 | -4 | nt | 17 | nt | 11 | nt
23 | Cc1ccc(C2(C)NC(=O)N(CC(=O)Nc3ccc(Cl)c(S(=O)(=O)N4CCCCC4)c3)C2=O)cc1 (stereo not drawn) | -2 | -16 | -21 | 13 | -1 | -40 | nt | 10
24 | N#C[C@H]1[C@@H](c2ccccc2C2=CCCC2)[C@H](CO)N1S(=O)(=O)c1cccc(F)c1 | nt | nt | nt | -5 | nt | -14 | 2 | 1
25 | COC(=O)N/N=C/c1cc(Cl)cc(Cl)c1OCc1ccccc1F | nt | -7 | nt | -13 | nt | -14 | nt | 2
26 | CCCCOC(=O)Cn1c2ccc(OC)cc2c2nc3ccccc3nc21 | -4 | -12 | 13 | 2 | 1 | nt | 6 | nt
27 | C=CCn1c(=O)c2c(nc3n2CC(C)CN3Cc2ccccc2)n(C)c1=O (stereo not drawn) | 6 | 14 | 6 | 10 | -1 | 7 | 8 | -13
28 | COc1ccc(C(C(=O)NC2CCCCC2)N(C(=O)c2sc(C)nc2C)c2ccccc2C)cc1 (stereo not drawn) | -6 | 2 | 0 | nt | 1 | -20 | nt | -11
29 | O=C(C[C@H]1C[C@@H]2c3cc(NS(=O)(=O)c4ccc(F)cc4)ccc3O[C@@H]2[C@H](CO)O1)NCCN1CCCCC1 | -1 | 2 | -2 | -16 | 6 | -3 | 4 | -3
30 | O=C(C[C@H]1CC[C@H]2[C@@H](COC[C@@H](O)CN2Cc2ccc(F)cc2)O1)NCc1ccccc1Cl | 2 | 4 | 17 | 79* | -7 | 1 | 6 | 15
31 | O=C(N[C@@H]1CC[C@H](CCNS(=O)(=O)Cc2ccccc2)O[C@@H]1CO)c1cnccn1 | 16 | -2 | -4 | -5 | 13 | -10 | -8 | 9
32 | Cc1nnsc1C(=O)N1CCCC(N2CCN(c3cccc(C(F)(F)F)c3)CC2)C1 (stereo not drawn) | 3 | -6 | -3 | 2 | 5 | -20 | 6 | 4
33 | N#CC1(C#N)CC(C=O)=C(N)C1(C#N)CC(=O)c1ccc(F)cc1 (stereo not drawn) | 4 | 21 | nt | nt | 2 | -8 | 1 | 2
34 | Cc1cccc(NC(=O)CCc2ccccc2)c1C | 4 | -9 | 2 | -13 | 0 | -1 | 6 | -14
35 | C[C@H](CO)N1C[C@H](C)[C@H](CN(C)S(C)(=O)=O)Oc2ncc(C#CC3CCCCC3)cc2C1=O | 0 | -3 | 57 | -19 | 2 | -11 | -5 | -6
36 | COCC#Cc1ccc2c(c1)O[C@H](CN(C)Cc1ccncc1)[C@H](C)CN([C@@H](C)CO)S2(=O)=O | -1 | 1 | -5 | nt | -1 | 6 | -6 | 16
37 | O=C(NC1CCC(O)CC1)C1CCN(S(=O)(=O)c2c(Cl)cccc2Cl)CC1 (stereo not drawn) | 0 | -8 | -6 | -9 | 0 | nt | 0 | -12
38 | O=C(C[C@@H]1C=C[C@@H](NC(=O)c2cccc(F)c2)[C@@H](CO)O1)NCCN1CCCC1 | 1 | 4 | 0 | -20 | -2 | 6 | -6 | -2
39 | COc1ccc(NC(=O)N(C)C[C@@H]2Oc3ccc(NS(=O)(=O)c4ccc(C)cc4)cc3CC(=O)N([C@@H](C)CO)C[C@H]2C)cc1 | nt | nt | 5 | -26 | nt | -10 | -2 | -2
40 | CC(C)(C)NC(=O)CN(C(=O)C1CSC(=O)C1)c1ccccc1F (stereo not drawn) | nt | 2 | nt | -12 | nt | 5 | 10 | 8
41 | Cc1cc(F)ccc1S(=O)(=O)Nc1ccc(C(=O)N2CCCCC2)cc1 | 9 | -4 | -4 | nt | 1 | -12 | -12 | 10
42 | C[C@H](CO)N1C[C@H](C)[C@@H](CN(C)Cc2ccc(-c3ccccc3)cc2)Oc2ccc(NS(C)(=O)=O)cc2C1=O | -2 | -5 | -14 | -1 | 0 | -12 | 6 | -16
43 | N#Cc1cnc(SCC(=O)N2CCCC2)nc1N | 1 | 0 | -9 | -11 | 6 | 11 | -4 | 3
44 | COCC#Cc1cnc2c(c1)C(=O)N([C@@H](C)CO)C[C@H](C)[C@@H](CN(C)Cc1ccc(-c3ccccc3)cc1)O2 | nt | nt | nt | -19 | nt | -37 | 1 | -14
45 | COc1ccc(CN(C)C[C@H]2Oc3ccc(NS(=O)(=O)c4ccc(F)cc4)cc3C(=O)N([C@@H](C)CO)C[C@@H]2C)cc1 | 0 | -3 | 22 | -3 | -1 | 0 | -3 | 4
46 | COc1ccc(NC(=O)Nc2ccc3c(c2)CC(=O)N([C@@H](C)CO)C[C@H](C)[C@H](CN(C)S(=O)(=O)c2cn(C)cn2)O3)cc1 | 0 | -17 | -16 | -16 | -3 | 13 | -6 | 4
47 | CC(=O)N(C)C[C@H]1Oc2cc(C#CCC(C)C)ccc2S(=O)(=O)N([C@@H](C)CO)C[C@H]1C | -2 | -4 | 0 | nt | 3 | 2 | 7 | 4
48 | COc1ccc([N+](=O)[O-])cc1NC(=O)C(C)Sc1nc(C)c(C)c(C)n1 (stereo not drawn) | nt | -4 | nt | 21 | nt | -1 | nt | -4
49 | Nc1ccn([C@@H]2O[C@H](CNCc3ccc(N4CCNCC4)cc3)[C@@H](O)[C@H]2O)c(=O)n1 | -2 | nt | 1 | -20 | 0 | -10 | nt | 4
50 | Cc1cc(OCC(=O)Nc2ccc(Br)cc2)cc2c1C(=O)CC(C)(C)O2 | -2 | nt | nt | -9 | -1 | -21 | -17 | 9
51 | NC(=O)COC(=O)CC12CC3CC(CC(C3)C1)C2 | nt | -25 | nt | 15 | nt | 20 | nt | -4
52 | c1ccc(-n2cccc2)c(N2CCCCC2)c1 | 2 | 2 | 13 | 21 | -1 | nt | 8 | nt
53 | Cc1ccc(OCCN(C)C(=O)C2CCC(=O)N(CCCN3CCCC3=O)C2)cc1 (stereo not drawn) | -3 | 3 | -10 | -11 | 3 | 4 | 0 | 13
54 | CC(=O)n1c(=O)c2ccccc2c(=O)n1-c1ccccc1 | 0 | 6 | -1 | 30 | -2 | -2 | -2 | 16
55 | CO[C@@H]1CN(C)C(=O)c2ccc(NC(C)=O)cc2OC[C@H](C)N(CCc2ccccc2)C[C@H]1C | 1 | -5 | 10 | nt | 3 | -33 | -4 | 7
56 | CCOC(=O)Cc1csc(NC(=O)COc2ccc(C)c(C)c2)n1 | nt | 3 | nt | 9 | nt | 5 | -3 | 0
57 | Cc1cc2ccccc2c(=O)n1CC(=O)NCC(=O)N1CCN(c2cccc(Cl)c2)CC1 | -8 | -3 | -5 | nt | -1 | nt | nt | nt
58 | Cc1cc(N2CCN(c3ccccc3)CC2)n2nnnc2n1 | 9 | -3 | 149* | nt | -4 | nt | -2 | nt
59 | CC(NC(=O)c1ccccc1N)c1ccccc1 (stereo not drawn) | nt | -7 | nt | 5 | nt | 7 | nt | -17
60 | CCOCCn1[nH]c2ccccc2c1=O | -8 | -8 | 61 | 3 | 0 | 10 | 18 | -10
61 | O=c1oc(-c2ccccc2Br)nc2ccccc12 | 1 | -3 | -1 | -5 | -9 | 2 | nt | -9
62 | COc1cccc(-c2ccc3c(c2)O[C@@H](CN(C)C(=O)C2CCC2)[C@@H](C)CN([C@@H](C)CO)S3(=O)=O)c1 | 1 | 6 | 18 | nt | 1 | -8 | -17 | -25
63 | Cc1nc2ccn(Cc3ccccc3)c(=O)c2cc1C(=O)N1CCN(c2ccccc2)CC1 | -4 | 1 | -6 | 10 | 3 | -4 | 1 | 9

High-throughput results from PubChem BioAssay.

An unsorted share of the library (roughly 2.9% active in at least one column).
